zVAD death inh – L929 zVAD cell death inhibition. L929 zVAD necroptosis rescue, ATP luminescence, 24 h; with zVAD 60 µM. viability rescue, % at 10 µM. actives 0.38% (n = 220,000). AID 1377;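 active means activation, scaled between plate controls, above about 75%, limit read from the data; inactive means activation under that limit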;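 further: 0% = zVAD with DMSO and 100% = DMSO alone without zVAD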
FXIa inh 1536 – factor XIa (human) inhibition; P03951; purified FXIa, Boc-Glu-Ala-Arg-AMC fluorogenic substrate; inhibition, % at 5 µM; actives 0.14% (n = 220,000); AID 798;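 active means inhibition of at least 40%; inactive means inhibition below 40%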;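 further: fluorescence of freed AMC excited at 355 nm; 0% = enzyme without compound and 100% = no enzyme blank; many of its hits are not listed in these tables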
Target sequence (P03951 19-387 limits assumed): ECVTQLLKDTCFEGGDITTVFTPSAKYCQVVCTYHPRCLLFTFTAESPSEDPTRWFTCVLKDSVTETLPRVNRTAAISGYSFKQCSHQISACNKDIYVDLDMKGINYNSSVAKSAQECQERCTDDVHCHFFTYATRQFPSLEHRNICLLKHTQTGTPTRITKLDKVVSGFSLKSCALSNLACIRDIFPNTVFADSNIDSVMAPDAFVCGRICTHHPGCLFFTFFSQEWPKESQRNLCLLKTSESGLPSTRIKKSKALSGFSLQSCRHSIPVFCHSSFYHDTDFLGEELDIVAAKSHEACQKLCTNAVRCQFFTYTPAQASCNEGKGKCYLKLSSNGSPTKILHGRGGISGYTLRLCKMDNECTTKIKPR
Target sequence (P03951 388-625 limits assumed): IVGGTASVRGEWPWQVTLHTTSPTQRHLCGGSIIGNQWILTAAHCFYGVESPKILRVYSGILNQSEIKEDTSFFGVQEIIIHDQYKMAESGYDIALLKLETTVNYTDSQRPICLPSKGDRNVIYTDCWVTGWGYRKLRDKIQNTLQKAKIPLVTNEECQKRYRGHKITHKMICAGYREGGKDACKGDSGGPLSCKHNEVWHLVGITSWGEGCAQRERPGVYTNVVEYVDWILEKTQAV
PGE2 EP2 inh – inhibitors of human EP2 prostaglandin E2 receptor. C6 glioma cells expressing human EP2, cAMP TR-FRET; cells stimulated with saturating PGE2. inhibition, % at 25 µM. actives 0.52% (n = 260,000);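 active means percent inhibition above 40 after rounding to a whole number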;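 further: rat C6 glioma host cells with rolipram phosphodiesterase inhibitor present; the protocol text gives 20 µM as final concentration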
Target sequence (P43116 whole entry, looked up): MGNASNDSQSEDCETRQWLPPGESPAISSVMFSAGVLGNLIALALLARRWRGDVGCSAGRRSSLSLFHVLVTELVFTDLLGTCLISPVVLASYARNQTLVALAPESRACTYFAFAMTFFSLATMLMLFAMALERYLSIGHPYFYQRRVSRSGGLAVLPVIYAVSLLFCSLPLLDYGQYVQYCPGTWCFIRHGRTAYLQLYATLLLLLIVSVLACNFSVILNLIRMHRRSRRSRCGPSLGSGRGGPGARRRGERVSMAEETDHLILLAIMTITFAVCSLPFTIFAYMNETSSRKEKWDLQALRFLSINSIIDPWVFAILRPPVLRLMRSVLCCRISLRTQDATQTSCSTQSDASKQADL
Wee1 stabilizer – blocks degradation of human Wee1 kinase | P30291 | HeLa Luc-Wee1K328M stability, luciferase luminescence; 100% = proteasome inhibitor MG132 effect | reporter increase, % at 5 µM | actives 1.2% (n = 220,000);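 active means activation above the mean of all tested compounds plus 3 SD, set per screening run, cut at about 8.8% in these data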;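 further: cells exposed to compound for 20 h before luminescence read; 0% = DMSO alone and 100% = MG132 at 30 µM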
TNF death inh – blocks TNF-alpha induced death of Jurkat FADD-/- cells. Jurkat FADD-/- TNF necroptosis rescue, ATP luminescence, 24 h; 0 = TNF only, 100 = no-TNF cells. actives 0.068% (n = 220,000). activation (protection from cell death), % at 10 µM. AID 463075;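 active means activation, meaning protection from cell death, of at least 50% relative to plate controls; inactive means activation below 50%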;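 further: necroptosis triggered by 40 ng/mL TNF-alpha added together with compound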
CHOP inhibitor – blocks CHOP induction under ER stress. CHO-K1 CHOP-promoter luciferase, tunicamycin-induced, 15-18 h. inhibition, % at 10 µM. actives 3.8% (n = 220,000). AID 2732;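 active means compounds that reduced the stress-induced luciferase reporter signal by more than about 70% of percent inhibition, limit read from the data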;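 further: 0% = tunicamycin plus vehicle and 100% = wells without tunicamycin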
FXIIa inh – factor XIIa (human) inhibition. P00748. AID 800. purified FXIIa, Boc-QGR-AMC fluorogenic substrate, 2 h. inhibition, % at 5 µM. actives 0.3% (n = 220,000); in the data active means inhibition above about 40%;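 further: 0% = enzyme with no compound and 100% = blank without enzyme; many of its hits are not listed in these tables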
PPC-1+TRAIL kill – PPC-1 cancer cell killing with TRAIL present; PPC-1 cells + TRAIL, ATPLite viability luminescence; cell killing (% activity), % at 4 µM; actives 0.41% (n = 220,000);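 active means cell killing above 50% in the first pass at 4 µM, then a duplicate retest at 5 µM averaging 50% or more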;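 further: plate controls were cells with TRAIL plus DMSO for no effect and medium-only wells lacking cells for full effect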
Tb hexokinase – T. brucei hexokinase 1 inhibition | AID 1430 | recombinant TbHK1, G6PDH-coupled NADH A340 | actives 0.11% (n = 220,000) | inhibition, % at 10 µM;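 active means inhibition of 50% or more in the single-dose primary screen; inactive means inhibition below 50%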
Active calls of the source: *; x = not tested or not shown; & = joins results of further samples. An excerpt; the hit share may differ from the screen's.

SMILES	zVAD death inh	FXIa inh 1536	PGE2 EP2 inh	Wee1 stabilizer	TNF death inh	CHOP inhibitor	FXIIa inh	PPC-1+TRAIL kill	Tb hexokinase
Cc1c(NS(=O)(=O)N2CCCCC2)c(=O)n(-c2ccccc2)n1C	1.7	7	8	4	-0.4	-21	15	-6	22
COc1ccc(C2CC(c3c(-c4ccccc4)c4cc(Cl)ccc4[nH]c3=O)=NN2S(C)(=O)=O)cc1OC (stereo not given)	0.3	9	-3	1	-2.3	108*	18	-1	-15
CC(C)(C)OC(=O)N1CCC(C(N)=O)CC1	1.2	5	12	-1	1.2	32	11	26	9
Cc1ccc2cccnc2c1N	0.1	-5	4	0	-0.8	8	7	19	-6
O=C1NC2(Nc3ccccc31)C(=O)Nc1ccccc12 (stereo not given)	-0.3	-2	14	2	0.2	-6	10	-13	-4
COc1ccc(C[C@@H]2CN3C(=NC[C@@H]3Cc3ccc(O)cc3)N2C[C@H](C)NC(=O)CCC2CCCCC2)cc1	-0.9	0	8	x	-6.9	-17	3	12	10
CC(=O)CC1(C)OC(N)=C(C#N)C1(C#N)C#N (stereo not given)	-0.1	-8	11	1	-5.3	x	-3	-3	-8
CCC1Oc2ccc(C)cc2N(CC(=O)NCc2ccco2)C1=O (stereo not given)	1.2	-5	2	-3	1.0	10	2	9	1
CCc1cc2cc(C)cc(C)c2[nH]c1=S	1.4	14	10	-3	-3.2	19	0	8	-11
CCOCCCn1c(=NC(=O)c2ccc(OC)c(OC)c2)c(C#N)cc2c(=O)n3cccc(C)c3nc21	-0.1	24	x	1	-8.1	2	28	18	-4
CCCn1c(SCC(=O)Nc2sc(C)c(C)c2C(=O)OCC)nc2c1c(=O)n(C)c(=O)n2C	0.5	8	11&12	0	1.3	-11	7	8	2
CC1CCCN(C(=O)C2CCN(CC3CC=CCC3)CC2)C1 (stereo not given)	0.2	5	14&7	0	-1.8	-14	2	18	3
COC(=O)c1ccccc1NC(=O)NC1CCC(C)CC1 (stereo not given)	0.5	2	7	6	2.2	8	4	1	-7
COC(=O)c1cnc(Oc2ccc(NC(=O)NC(=O)c3c(OC)cccc3OC)cc2)cc1C(F)(F)F	-0.4	2	14	3	-16	-24	4	-1	-18
O=C(N/C(=C\c1ccco1)C(=O)N1CCCC1)c1cccs1	-0.5	5	7	0	-4.3	23	10	8	-27
CCC(C)C(=O)Nc1nc2ccc(OC)cc2s1 (stereo not given)	51	-2	10	2	7.9	6	5	6	-8
O=C1c2[nH]nc(-c3ccccc3O)c2C(c2cccc(Cl)c2)N1Cc1ccco1 (stereo not given)	-0.1	2	7	1	-0.4	113*	4	-17	1
CN(CCNS(=O)(=O)c1ccc2c(c1)oc(=O)n2C)Cc1ccccc1	0.5	0	11	-1	1.2	-5	10	-19	2
Cc1ccc(F)cc1NC(=O)CCC(=O)c1cccs1	-0.5	7	7	0	0.8	17	19	6	-8
O=C(Nc1ccccc1N1CCN(c2ccc(F)cc2)CC1)c1ccccc1	0.4	3	11	5	-0.4	9	16	11	1
CCCC(C)C1C(C#N)=C(N)Oc2cc(C)oc(=O)c21 (stereo not given)	-0.8	x	x	1	-5.1	x	x	x	-1
COc1cc(S(=O)(=O)NCc2cccnc2)ccc1F	0.0	-2	3	1	5.2	40	10	13	-8
CCCCC(=O)Nc1ncc([N+](=O)[O-])s1	0.8	-4	6	-1	13	-10	2	7	-11
COc1ccc(Cl)cc1C(=O)CSc1nnnn1C1CCCCC1	-0.1	-3	3	0	1.3	55	3	13	-2
COc1cccc(CN2CCN(C(=O)c3ccc(-c4ccccc4)cc3)CC2)c1OC	0.4	1	7	-2	1.3	28	11	22	-5
CN(C)c1nc2ccccc2n(C)c1=O	4.3	3	3	2	-0.2	0	10	22	-21
CCNC(=S)N1CCN(CCN=CC2=C(O)CC(C)(C)CC2=O)CC1	0.6	4	9	-2	0.5	13	10	14	5
CCOC(=O)c1sc2nc(C)n(CC(=O)NCC3CCCO3)c(=O)c2c1C (stereo not given)	1.5	2	10	0	0.6	12	16	22	-3
Cc1nn(C)cc1[C@@H]1C[C@H]2CN(Cc3cccc(Cl)c3)C(=O)[C@]23CCCN13	-0.6	-1	11	0	0.6	18	4	3	2
COc1ccc2cc(CCl)c(Cl)nc2c1	0.1	-4	17	2	-6.9	-53	9	-4	-2
CCOC(=O)C1=C(C)Nc2nc(=S)[nH]n2C1c1ccc(Cl)cc1 (stereo not given)	-0.2	-10	x	-4	-1.7	-26	2	19	-7
COc1cc(C(=O)NCCC(=O)NCCc2ccc(Cl)cc2)cc(OC)c1OC	x	3	8	2	1.5	18	5	-9	-2
O=C(O)CC/C(=N\Nc1ccc([N+](=O)[O-])cc1S(=O)(=O)N1CCOCC1)c1cccs1	0.0	4	11	-2	-2.2	16	9	0	-25
COc1ccc(/C=C/C(=O)Nc2cc(C(F)(F)F)ccc2Cl)cc1	-0.2	1	6	-1	-0.8	74*	12	21	-7
COc1ccc(CNC(=O)Nc2ccccc2)cc1	0.2	2	9	1	1.7	-12	15	1	-10
O=C1CCCC(O)=C1Sc1ccccc1C(=O)O	1.7	-1	1	-1	0.4	16	2	15	-3
Cc1noc(C)c1CCC(=O)N1CCCC(CCC(=O)NCc2ccccc2F)C1 (stereo not given)	0.6	2	4	2	0.6	1	5	5	10
Cc1cc(C)cc(N(C(C)C(=O)Nc2c(C)n(C)n(-c3ccccc3)c2=O)S(C)(=O)=O)c1 (stereo not given)	-1.1	6	7	2	-0.5	-2	1	30	1
O=S(=O)(Cc1ccccc1)Nc1ccc(Br)cn1	0.4	-5	3	5	0.8	-12	2	-3	-3
Cc1ccc(S(=O)(=O)Oc2ccccc2/C=C2\SC(=O)NC2=O)cc1	7.9	4	10	3	0.4	20	11	6	-10
C(=N\NCc1ccccc1)/c1ccc2ncccc2c1	0.6	4	7	1	0.0	-1	10	18	-20
CC1CCCN(C2=C(NS(=O)(=O)c3ccc(Cl)cc3)C(=O)c3ccccc3C2=O)C1 (stereo not given)	-0.6	9	11	1	-2.8	45	1	26	-3
CN(C)CCN(Cc1ccccc1)c1ccnc(N(C)C)c1C#N	-0.2	-8	x	0	-1.1	-12	10	-14	-10
COC(=O)C1=C(C)C(c2ccc(OC)cc2)NC(=O)N1 (stereo not given)	2.7	1	5	-1	0.4	1	6	10	-5
N#C/C(=C/c1ccc(-c2ccccc2)o1)c1nc(-c2cccs2)cs1	x	3	7	0	3.6	3	12	30	-6
CC(=O)c1cccc(S(=O)(=O)N(CCCO)Cc2cc3ccc(C)cc3[nH]c2=O)c1	0.0	7	12	0	-3.0	4	15	8	-17
C=CCNS(=O)(=O)c1cccc(C(C)=O)c1	0.3	0	8	4	1.1	51	9	5	30
CC(=O)c1cccc(S(=O)(=O)NC2CC2)c1	1.6	-18	8	0	0.9	7	5	15	3

Ordered by value in Tb hexokinase (rising): some entries from above.
mol | Tb hexokinase
C(=N\NCc1ccccc1)/c1ccc2ncccc2c1 | -20
Cc1cc(C)cc(N(C(C)C(=O)Nc2c(C)n(C)n(-c3ccccc3)c2=O)S(C)(=O)=O)c1 (stereo not given) | 1
Cc1noc(C)c1CCC(=O)N1CCCC(CCC(=O)NCc2ccccc2F)C1 (stereo not given) | 10

The results go on.
SMILES	zVAD death inh	FXIa inh 1536	PGE2 EP2 inh	Wee1 stabilizer	TNF death inh	CHOP inhibitor	FXIIa inh	PPC-1+TRAIL kill	Tb hexokinase
CCOC(=O)c1c(CN2CCCCC2C)oc2ccc(OC)cc12 (stereo not given)	0.7	4	10	1	-0.8	-6	14	-5	-6
Cc1cccn2cc(CSc3nnc(Nc4ccc(C(C)C)cc4)s3)nc12	0.3	9	9	2	-2.5	-4	8	3	0
O=C(CC(Sc1ccccc1)c1cccs1)c1ccco1 (stereo not given)	-0.1	4	12&10	-5	-16	-26	12	10	-14
CC1=C(C(=O)OCc2ccc3c(c2)OCO3)C(c2ccccc2OCc2ccccc2)NC(=O)N1 (stereo not given)	-1.4	2	14	-1	-0.4	61	11	-2	2
Cc1cc(N=Cc2c(O)ccc3cc(Br)ccc23)no1	0.5	-1	11	0	-1.1	-13	9	12	-1
COC(=O)CC1SCCNC1=O (stereo not given)	-0.2	0	0	-1	-0.5	-21	10	4	-6
COc1ccccc1NC(=O)Nc1cc(F)ccc1F	3.0	-2	13	7	1.0	16	7	1	-1
CC(=O)Nc1ccc(Nc2c([N+](=O)[O-])c(=O)n(-c3ccccc3)c3ccccc23)cc1	1.4	-7	7	3	1.2	-28	6	-6	1
O=C(CN1CCN(c2ncc(C(F)(F)F)cc2Cl)CC1)NC(=O)NCc1ccccc1	2.4	6	1	4	-1.7	17	11	-15	0
CCn1cc(C(=O)N2CCCC2)c(=O)c2cc(S(=O)(=O)N(C)C)ccc21	0.3	5	7	-1	-0.2	1	16	-4	-35
O=C(NNC(=S)Nc1cccc2ccccc12)c1cccc(Br)c1	0.0	6	17	0	-1.0	17	16	25	-6
Clc1ccc(C2=Nc3cc(Cl)ccc3OC2)cc1	0.2	3	7	7	0.1	-35	9	9	1

The last 2 compounds of the section before are carried over, then new ones follow:
SMILES	zVAD death inh	FXIa inh 1536	PGE2 EP2 inh	Wee1 stabilizer	TNF death inh	CHOP inhibitor	FXIIa inh	PPC-1+TRAIL kill	Tb hexokinase
O=C(NNC(=S)Nc1cccc2ccccc12)c1cccc(Br)c1	0.0	6	17	0	-1.0	17	16	25	-6
Clc1ccc(C2=Nc3cc(Cl)ccc3OC2)cc1	0.2	3	7	7	0.1	-35	9	9	1
C#Cc1ccc([C@H]2C=C(C(=O)OCC=C)O[C@@H](OCC)[C@@H]2CCCO)cc1	-0.6	2	1	2	-1.7	-30	10	2	-13
C=CCc1c(N(CC)CC)nc(C)[nH]c1=O	0.1	2	9	9.3*	2.2	8	4	10	-5
C=CCn1c(CCCNC(=O)c2ccccc2OC)nc2ccccc21	0.6	0	1	-1	1.6	0	12	-4	4
COc1cc(C(CCN2CCN(c3ccccc3)CC2)c2c(OC)cc(OC)c3c(C)cc(=O)oc23)cc(OC)c1OC (stereo not given)	0.5	3	15	x	3.5	-29	6	-4	-27
COc1ccc(/C=C/C(=O)O)cc1S(=O)(=O)N1CCCCC1	4.0	-5	5&12	-3	0.7	4	3	18	5
CCOC(=O)C(C)On1c(-c2cccc(Cl)c2)nc2ccc([N+](=O)[O-])cc21 (stereo not given)	0.0	2	22	0	-2.6	21	14	40	-26
C/C(=C\C(=O)c1ccc(C)cc1)Nc1cccc(O)c1	15	20	x	0	-1.1	94*	-1	27	-13
CCOc1cc2c(cc1OCC)C(c1ccccc1)N(c1ccc(C(=O)O)cc1)C(=O)C2 (stereo not given)	1.1	0	2	-1	2.8	-6	4	-8	-8
COc1ccc(CN(Cc2ccc(C(=O)O)cc2)C(=S)Nc2ccccc2C)cc1OC	-1.9	2	1	4	2.0	-5	5	20	-2
CCN(Cc1cc(=O)n2ccsc2n1)Cc1nc2ccccc2c(=O)[nH]1	0.8	-7	6	0	-0.5	-1	2	11	-8
CC(=O)Nc1ccc(S(=O)(=O)Oc2ccc(/C=N/N=C3/NC(=O)C(CC(=O)O)S3)cc2)cc1 (stereo not given)	2.7	0	6	3	-1.1	7	8	25	-38
O=C(COC(=O)c1ccccc1S(=O)(=O)N1CCCCC1)NCC(F)(F)F	0.7	6	8	4	1.1	13	12	5	6
c1ccc(-n2nnnc2Sc2n[nH]c(-c3ccncc3)n2)cc1	1.0	4	11	-2	-0.3	21	17	16	7
O=C(CSc1nnc(-c2ccccc2)n1Cc1ccco1)Nc1ccc(S(=O)(=O)N2CCCC2)cc1	-0.1	-1	4	-1	0.1	15	1	6	-5
O=C(CSc1nc2ccccc2s1)Nn1cnnc1	1.0	-13	8	-1	-0.8	67	10	33	-3
COCCCNC(=O)CCn1c(=O)c2ccccc2n(CC(=O)NCCc2ccc(OC)c(OC)c2)c1=O	2.9	-1	4	-2	-0.5	2	11	8	-4

Assay outcomes from PubChem BioAssay.
